# HTRA1 inhibitor = HTRA1 (human) protease inhibition. Q92743. recombinant HTRA1, FP-rhodamine activity-based probe, fluorescence polarization. inhibition, % at 5.96 µM. actives 0.5% (n = 340,000). AID 504803; in the data active means inhibition above about 36%;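 further: 0% = enzyme with DMSO and 100% = wells lacking enzyme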
# PRMT1 inh = blocks human protein arginine methyltransferase 1; Q99873; recombinant PRMT1, activity-based probe fluorescence polarization; inhibition, % at 2.79 µM; actives 1.3% (n = 370,000);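 active means inhibition above about 21% made by adding two undisclosed values, limit read from the data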
# UHRF1 binding = human UHRF1 methylated DNA binding inhibitors; actives 0.75% (n = 370,000); Q96T88; UHRF1 binding to methylated oligo, TR-FRET; inhibition, % at 4.4 µM; in the data active means inhibition above about 21%;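 further: UHRF1 SRA domain binding a hemimethylated CpG hairpin DNA probe; 0% = median of test compound wells and 100% = reference inhibitor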
# Target sequence (Q96T88 whole entry, looked up, the tested form may be a part): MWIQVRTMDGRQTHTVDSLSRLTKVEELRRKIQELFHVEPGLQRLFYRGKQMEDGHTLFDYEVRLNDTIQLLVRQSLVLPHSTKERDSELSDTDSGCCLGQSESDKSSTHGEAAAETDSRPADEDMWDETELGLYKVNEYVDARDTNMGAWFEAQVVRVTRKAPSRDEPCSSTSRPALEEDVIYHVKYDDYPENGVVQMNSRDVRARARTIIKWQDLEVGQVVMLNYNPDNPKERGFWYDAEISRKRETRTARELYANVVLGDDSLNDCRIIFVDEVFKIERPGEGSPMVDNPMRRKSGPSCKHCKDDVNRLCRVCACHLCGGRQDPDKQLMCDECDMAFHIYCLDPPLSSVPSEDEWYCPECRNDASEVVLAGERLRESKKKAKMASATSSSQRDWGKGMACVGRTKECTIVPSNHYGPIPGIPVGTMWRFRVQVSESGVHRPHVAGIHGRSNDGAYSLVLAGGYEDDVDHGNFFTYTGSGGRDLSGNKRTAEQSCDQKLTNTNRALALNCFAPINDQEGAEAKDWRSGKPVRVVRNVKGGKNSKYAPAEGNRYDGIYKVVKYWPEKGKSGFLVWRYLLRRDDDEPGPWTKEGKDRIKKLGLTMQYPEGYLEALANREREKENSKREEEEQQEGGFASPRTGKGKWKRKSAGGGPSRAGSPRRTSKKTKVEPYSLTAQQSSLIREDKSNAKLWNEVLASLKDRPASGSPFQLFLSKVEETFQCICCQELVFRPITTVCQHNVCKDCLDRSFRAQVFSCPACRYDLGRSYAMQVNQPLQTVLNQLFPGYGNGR
# rCAG RNA binder = molecules binding r(CAG) RNA repeats; AID 651821; r(CAG) RNA repeat, TO-PRO-1 dye displacement fluorescence; inhibition, % at 3 µM; actives 1.3% (n = 370,000);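 active means inhibition above the plate cutoff, the mean of all test compounds on that plate plus 3 SD, cut at about 35% in these data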;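 further: 0% = DMSO alone and 100% = 100 µM mitoxantrone as full dye displacement; higher means more dye released from RNA so lower well fluorescence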
# mABHD4 FP = inhibits mouse alpha/beta hydrolase domain 4. actives 0.54% (n = 370,000). AID 720543. purified mABHD4, FP-Rh probe fluorescence polarization. inhibition, % at 8.92 µM;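 active means inhibition exceeding the mean over every tested compound plus 3 SD, cut at about 30% in these data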;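 further: 0% = plate median of compound wells and 100% = S159A mutant with DMSO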
#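 Material: mouse ABHD4 enzyme, wild type; Benchmarks: S159A mutant high control, sample median low control; Buffer or medium: HEPES pH 7.0, NaCl, Pluronic buffer; Signal: fluorescence polarization; Read-out: percent inhibition of probe binding, normalized to plate controls; Timing: pre-incubation 45 min, probe exposure 60 min, at 25 °C; Dosing: 8.92 µM, single dose.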
# LEDGF integ inh = blocks HIV-1 LEDGF/p75-dependent DNA integration; TR-FRET IN-LEDGF/p75 DNA integration, Eu/Cy5; actives 0.64% (n = 370,000); AID 743269; inhibition, % at 3.7 µM;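 active means inhibition above the screen-wide mean plus 3 SD, cut at about 13% in these data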;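 further: signal is the Cy5 over europium emission ratio at 671 and 618 nm; 0% = plate median of compound wells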
# MBD2 DNA inh = MBD2-methylated oligo binding inhibition. Q9UBB5. TR-FRET, MBD2 binding to methylated oligonucleotide. inhibition, % at 4.4 µM. actives 0.31% (n = 370,000). AID 686964; in the data active means inhibition above about 13%
# TCR CD3 inh = blocks the human TCR-CD3 interaction; TAMRA-labeled TCR probe fluorescence, biochemical; actives 0.37% (n = 360,000); inhibition, % at 9.4 µM; AID 651800; in the data active means inhibition above about 19%;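 further: recombinant mutant TCR 2C K166C tagged with TAMRA read by polarization; 0% = receptor in buffer alone and 100% = receptor with positive control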
# NR1D1 modulator = modulators of human Rev-erb alpha DNA binding; P20393; AID 1259318; actives 0.79% (n = 370,000); activity, % at 10 µM; Rev-erbα–FITC-DNA binding, fluorescence polarization, 90 min;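 active means activity above about 14%, limit read from the data; passing the limit was not always enough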;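 further: 0% = DMSO wells with 35 nM protein and 100% = DMSO wells with 750 nM protein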
# PG9 Ab binder = small molecules binding HIV-1 gp120 antibody PG9; actives 0.43% (n = 360,000); inhibition, % at 6.7 µM; TR-FRET gp120-PG9 antibody binding; in the data active means inhibition above about 8.5%
# * hit, by the source's call; nt = not tested or not shown. Only part of the results is shown; the hit share may differ from the screen's.
SMILES,HTRA1 inhibitor,PRMT1 inh,UHRF1 binding,rCAG RNA binder,mABHD4 FP,LEDGF integ inh,MBD2 DNA inh,TCR CD3 inh,NR1D1 modulator,PG9 Ab binder
CC(C)c1ccc(NC(=O)Nc2nc(C(N)c3ccccc3)cs2)cc1 (configuration not stated),nt,-2,2,30,17,8,-7,-3,2,-2.4
CCCCn1c(N2CCC(Cc3ccccc3)CC2)nc2c1c(=O)[nH]c(=O)n2C,-27,0,2,-8,0,3,2,-5,1,-0.3
O=C(Nc1ccc(N2CCCC2)cc1)c1cccc(Cl)c1,1,4,-1,3,18,-1,1,8,-1,-2.9
CSc1nnc(Cc2cc(=O)[nH]c(=O)[nH]2)n1-c1cc(C)ccc1C,4,11,6,3,-4,2,2,-3,3,0.7
O=C(c1ccc(O)cc1)c1ccc(O)cc1O,7,2,0,1,0,0,0,8,2,-1.9
CN(CC(=O)NC1CCN(Cc2ccccc2)CC1)S(=O)(=O)c1ccc2c(c1)c(=O)n(C)c(=O)n2C,3,6,1,-4,5,-1,1,1,-3,0.9
COc1ccc(C(C)=O)cc1CSc1ncccn1,1,-2,-2,0,-2,3,2,1,-1,-0.3
Cc1cc(C)c(C(=O)CC(=O)c2ccccc2Cl)c(O)c1,1,-7,-1,7,-13,-2,-7,-3,4,-3.2
C=CCn1c(CCNC(=O)c2cccs2)nnc1SCC(=O)Nc1cccc(C(C)=O)c1,-3,0,-1,-2,0,-1,-2,8,-1,2.3
Cc1nn(C)c(C)c1/C=N/N=C1\CCC2C3CCc4cc(O)ccc4C3CCC12C (configuration not stated),-4,0,2,-1,-9,-1,2,6,-1,-2.2
COc1ccc2c(c1)cc(C(=O)N[C@H](C(=O)N1CCC(C(=O)O)CC1)C(C)C)n2C,-3,4,1,1,6,0,1,-3,-1,1.1
Cc1noc(C)c1NC(=O)N(C)C[C@H]1Oc2c(NS(=O)(=O)c3cccs3)cccc2C(=O)N([C@H](C)CO)C[C@@H]1C,3,-3,-2,7,1,0,0,1,2,-0.8
O=C(O)Cn1c(SCCOc2ccccc2)nc2ccccc21,1,-1,6,5,8,2,0,3,3,-3.3
CC1CCC(NC(=O)CCS(=O)(=O)c2ccc3c(c2)NC(=O)CS3)CC1 (configuration not stated),2,-6,-1,-1,2,0,-2,2,6,-2.5
O=C(Cn1nc(C(F)F)cc1C1CC1)NCCC1=CCCCC1,5,-3,-2,-6,-6,6,-6,3,-7,-2.2
O=C(COC(=O)Cc1ccsc1)NCc1ccc(Cl)cc1,-4,0,0,-4,6,-4,5,8,-5,0.1
O=C(COC(=O)c1cc(=O)[nH]c2ccccc12)NCc1cccc(Cl)c1,-1,2,-2,3,1,0,-8,3,5,-0.6
CC(=O)c1cc(C#N)c(NCc2cc(-c3ccccc3)no2)nc1C,-4,-1,-1,1,2,-1,-5,3,26*,-1.2
Cc1ccc(C)c(N2CCN(C(=O)CCc3nc(-c4ccccc4Br)no3)CC2)c1,-27,-1,3,3,-11,-4,-1,9,2,-0.6
Cc1nc(SCc2nc3c(O)cccc3[nH]2)c2oc3ccccc3c2n1,7,0,-13,11,-10,6,-2,-11,-2,0.8
CCC(=O)N1c2ccc(S(=O)(=O)NCCc3ccccc3)cc2CC1C (configuration not stated),0,-1,2,-4,-1,0,1,4,0,-1.3
O=C(Nc1ccccn1)c1sc2cccc(F)c2c1Cl,2,-4,1,2,-10,10,2,0,25*,1.2
CCn1c(=O)cc(N2CCCCC2)[nH]c1=O,4,2,0,0,12,0,7,-4,1,0.3
COc1ccc(NC(=O)NC2CCN(C(C)C)CC2)c(OC)c1,7,-2,0,0,3,0,4,-4,-1,-1.3
CCc1ccc[n+](-c2nc([O-])sc2C=O)c1,-1,1,3,-1,1,1,-3,-3,3,-2.2
CSc1nc(-c2ccccc2)cc(C)c1C#N,-17,-1,3,1,-9,1,-1,0,4,0.0
CC(=O)N1c2ccccc2C2CCCC[C@@H]21 (some centres not stated),3,0,1,-1,3,-1,1,6,1,0.0
CCN1CCN(C(=O)CSc2nc(N)cc(N)n2)CC1,2,-3,0,-1,0,1,0,3,1,-3.1
Cc1ccc(S(=O)(=O)N2CCN(C(=O)c3c(-c4ccccc4)noc3C)CC2)cc1,22,-4,0,-4,3,2,2,5,-1,-3.1
CCn1c(C)nc([N+](=O)[O-])c1Sc1ccc(F)cc1,-21,4,0,1,9,0,2,-3,-8,-0.4
Cc1ccc(-n2c(-c3cccc(C)c3)n[nH]c2=S)cc1,-4,5,-2,3,0,3,-6,9,3,4.7
COC(=O)c1sc2cc(C(F)(F)F)cnc2c1-c1ccccn1,-1,4,0,0,9,3,-2,10,-4,2.3
COc1ccc(N2CCN(c3oc(-c4ccc(OC)c(OC)c4)nc3C#N)CC2)cc1,-3,2,2,3,2,3,0,-7,58*,0.3
COc1ccc(/C=C(/NC(=O)c2ccccc2OC)C(=O)Nc2ccc(C(=O)O)cc2)cc1,6,-2,-2,7,0,0,-2,9,2,-3.1
Cc1ccc(N2C(=O)CC(N3CCc4ccccc43)C2=O)cc1Cl (configuration not stated),8,-6,1,-1,-2,-1,-6,7,-7,-1.2
c1cc(-n2cnnn2)ccc1NC1=NCCC1,7,-2,-1,-1,-4,0,-9,3,-5,0.3
Cc1ccc(NC(=O)Nc2nc3ccccc3s2)cc1NC(=O)Nc1nc2ccccc2s1,-14,1,3,28,-13,7,1,0,1,-1.8
Cc1cc(C)nc(SCCS(=O)(=O)Cc2ccccc2)n1,-2,0,-1,-3,3,1,0,8,-2,-0.6
Cc1cc([N+](=O)[O-])nn1CC(=O)Nc1ccccn1,5,-2,4,2,0,1,-1,-5,6,-1.3
CCc1cccc2cc3c(N)c(C(=O)Nc4ccc(S(=O)(=O)N5CCCC5)cc4)sc3nc12,-4,20,-3,9,7,3,-3,-7,-3,1.3
O=C(COc1ccc([N+](=O)[O-])cc1Cl)NCC1CCCO1 (configuration not stated),11,0,-1,-1,1,0,3,-6,nt,-2.9
O=C(Nc1ncccn1)c1ccc([N+](=O)[O-])cc1,-4,-2,-2,5,-1,2,-4,9,2,-0.4
CC(CNCCCn1ccc(NC(=O)OCc2ccccc2)nc1=O)c1ccccc1 (configuration not stated),-12,-2,-1,7,7,4,0,-5,0,-3.1
Cc1cc(C(=O)CSc2nc3ccccc3c(=O)[nH]2)c(C)n1CC1CCCO1 (configuration not stated),-5,2,-3,0,-12,1,-3,-5,1,-0.1
Cc1ccc(OCC(=O)NCCCNC(=O)c2ccccn2)cc1,-11,3,0,3,-1,1,3,-3,-4,1.8
Cc1csc(NC(=O)CSc2ncn(-c3ccccc3)n2)n1,1,2,20,6,5,-2,9,-4,-2,1.0
CC1CN(c2nc3c(c(=O)n(C)c(=O)n3C)n2Cc2c(Cl)cccc2Cl)CC(C)O1 (configuration not stated),0,-4,-2,-3,1,3,2,4,3,-0.1
CCOc1ccc(-c2csc(NC(=O)c3ccc(S(=O)(=O)N4CCc5ccccc5C4)cc3)n2)cc1,-2,-2,-3,1,3,0,-2,0,-1,-0.6
CC(C)C(C(=O)NCc1ccco1)N(C(=O)CNS(=O)(=O)c1ccc(Cl)cc1)C1CCCC1 (configuration not stated),-18,-1,4,0,-3,-2,4,2,-6,-1.4
CCC(NC(=O)c1ccccc1NC(=O)c1ccco1)C(=O)NNC(=O)c1ccc(OC)cc1 (configuration not stated),-11,-5,-2,2,0,2,-3,-2,-5,-1.0

# Following part:
SMILES,HTRA1 inhibitor,PRMT1 inh,UHRF1 binding,rCAG RNA binder,mABHD4 FP,LEDGF integ inh,MBD2 DNA inh,TCR CD3 inh,NR1D1 modulator,PG9 Ab binder
COc1ccc(-n2nc(C(=O)NCC(=O)Nc3cccc(Cl)c3)c3ccccc3c2=O)cc1,-7,-1,1,2,0,-3,1,-2,82*,1.1
Cc1ccnc(N2CCC(C(=O)Nc3nnc(C)s3)CC2)n1,-7,-1,2,1,-7,4,-4,0,-4,-0.4
CN(c1cccc(NC(=O)c2ccccc2N(Cc2ccccc2)S(C)(=O)=O)c1)S(C)(=O)=O,1,-3,-1,-3,4,0,4,-9,-1,-2.2
Cc1ccc(S(=O)(=O)N2CCCCC2)cc1NS(=O)(=O)c1cccc(C(=O)O)c1,6,2,-1,15,1,-2,-5,6,2,-1.5
O=C(COC(=O)c1cc(-c2ccccc2Cl)nc2ccccc12)Nc1ncc(C(F)(F)F)cc1Cl,2,2,2,7,1,2,5,4,20,0.9
CNc1nc(Oc2ccc3sc(C)nc3c2)c2sccc2n1,nt,-1,-2,2,-5,-1,0,-3,4,-0.9
CCn1c(SCc2ccccc2)nc2ccccc2c1=O,-14,3,-2,0,5,-3,3,0,-4,-0.9
O=C(NCc1ccccn1)C1CCN(S(=O)(=O)N2CCCC2)CC1,2,-2,-1,-2,-5,-3,-2,-3,-4,0.3
Cc1csc(NC(=O)CCCc2cccs2)n1,-2,-2,-2,-3,9,-4,1,-2,-4,-0.4
CCCNS(=O)(=O)c1ccc(CCC(=O)N2CCC(C)CC2)cc1,5,-3,-3,-6,0,1,-6,0,nt,1.6
CCCCN1C(=O)N2CCc3ccccc3C2CS1(=O)=O (configuration not stated),nt,0,-2,1,-4,4,0,nt,5,nt
Cn1c(SCc2cccc(F)c2)nnc1-c1cnccn1,2,-1,3,-4,-1,0,5,-1,3,0.1
CCSc1ccccc1C(=O)Nc1cccnc1,3,2,-2,2,1,-3,3,2,-3,-0.3
Cc1ccc(SCC(=O)OCC(=O)NC2(C#N)CCCCC2)cc1,3,-2,-1,-3,-2,5,1,13,8,-0.3
Cc1cc(NCc2ccco2)n2c(nc3ccccc32)c1C#N,10,-1,-2,6,6,0,-4,8,-6,5.6
CC(=O)NC(=S)Nc1ccc(NC(=S)NC(=O)c2ccc([N+](=O)[O-])cc2)cc1,5,-1,0,1,6,0,2,2,0,-1.4
CC(C)CC1NC(=O)N(CC(=O)Nc2ccc3c(c2)OCCO3)C1=O (configuration not stated),1,-1,0,3,3,-2,-6,-1,5,-0.7
CC(=O)c1ccc(S(=O)(=O)N2CCN(C(C)C(=O)N(C)Cc3ccccc3)CC2)cc1 (configuration not stated),3,2,3,3,-11,1,-1,-9,4,1.1
Cn1c(=O)c2cc(NC(=S)NC3CC3)ccc2n1Cc1ccccc1,nt,-4,0,4,3,1,4,-1,-5,-0.7
CCOC(=O)c1c(C)oc2ccc(NS(=O)(=O)c3ccc4c5c(cccc35)C(=O)N4)cc12,-55,4,-1,25,-43,-2,1,0,-3,2.0
CCCn1nnc(NC(=S)NC(=O)/C=C/c2ccc(Cl)cc2)n1,6,7,6,1,-19,5,9,-10,2,-0.5
COc1ccc(S(=O)(=O)N/N=C(/C)c2ccncc2)cc1,1,4,27*,-1,5,1,2,13,7,-1.7

# Among those listed so far, two contain a CF3 group.
SMILES,HTRA1 inhibitor,PRMT1 inh,UHRF1 binding,rCAG RNA binder,mABHD4 FP,LEDGF integ inh,MBD2 DNA inh,TCR CD3 inh,NR1D1 modulator,PG9 Ab binder
COC(=O)c1sc2cc(C(F)(F)F)cnc2c1-c1ccccn1,-1,4,0,0,9,3,-2,10,-4,2.3
O=C(COC(=O)c1cc(-c2ccccc2Cl)nc2ccccc12)Nc1ncc(C(F)(F)F)cc1Cl,2,2,2,7,1,2,5,4,20,0.9

# From PubChem BioAssay
